# Compound activity: PubChem, Broad Institute
# S100A4 inh HTS – S100A4-myosin IIA interaction inhibition. P26447. 360,000 compounds, 0.14% hits. inhibition, % at 10.7 µM. S100A4/TAMRA-MyoIIA peptide fluorescence polarization;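 active = mean inhibition of at least 70% across replicates, with every replicate also reaching that level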
#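 System – human S100A4 monomer protein, biochemical binding assay · Buffer or medium – Calcium-containing HEPES buffer, pH 7.2 · Timing – 5 min between mix addition and reading · Also added – TAMRA-labelled myosin IIA heavy-chain peptide probe, 5 nM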
# ERAP1 inh – inhibitors of human ERAP1 aminopeptidase. Q9NZ08. recombinant ERAP1, Leu-AMC fluorescence, 60 min. inhibition, % at 10.7 µM. 340,000 compounds, 0.15% hits. AID 652197;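 active = mean replicate inhibition of at least 30%, or all replicates individually reaching that 30% level; inactive = mean below 30% and not every replicate reaching it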;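 also: 0% = neutral control wells and 100% = L-leucinethiol positive control wells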
# Target sequence (Q9NZ08 whole entry, looked up): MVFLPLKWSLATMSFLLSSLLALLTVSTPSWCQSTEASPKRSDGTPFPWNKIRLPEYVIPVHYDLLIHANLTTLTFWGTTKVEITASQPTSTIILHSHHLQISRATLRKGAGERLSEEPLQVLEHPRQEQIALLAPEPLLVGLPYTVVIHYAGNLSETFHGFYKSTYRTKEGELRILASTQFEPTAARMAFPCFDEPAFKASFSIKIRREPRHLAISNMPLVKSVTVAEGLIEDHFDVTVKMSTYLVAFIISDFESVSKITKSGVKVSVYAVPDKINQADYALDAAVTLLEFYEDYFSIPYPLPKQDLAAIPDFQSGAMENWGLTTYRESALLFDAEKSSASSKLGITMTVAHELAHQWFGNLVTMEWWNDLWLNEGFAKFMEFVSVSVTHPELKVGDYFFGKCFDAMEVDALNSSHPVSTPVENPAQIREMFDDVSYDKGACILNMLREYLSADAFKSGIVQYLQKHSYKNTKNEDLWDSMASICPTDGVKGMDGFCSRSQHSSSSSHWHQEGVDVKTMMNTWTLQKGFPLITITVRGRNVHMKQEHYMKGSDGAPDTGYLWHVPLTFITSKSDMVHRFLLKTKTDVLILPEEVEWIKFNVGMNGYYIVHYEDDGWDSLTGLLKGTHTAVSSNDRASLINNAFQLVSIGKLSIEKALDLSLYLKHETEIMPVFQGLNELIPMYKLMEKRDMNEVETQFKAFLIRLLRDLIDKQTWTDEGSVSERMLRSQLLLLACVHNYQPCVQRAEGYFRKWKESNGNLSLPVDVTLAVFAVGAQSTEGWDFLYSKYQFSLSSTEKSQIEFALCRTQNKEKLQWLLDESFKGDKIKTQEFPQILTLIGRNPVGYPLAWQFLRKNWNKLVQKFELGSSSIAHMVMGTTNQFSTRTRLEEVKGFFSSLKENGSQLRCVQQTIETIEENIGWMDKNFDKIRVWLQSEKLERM
# PAX8 inh HTS – lowers PAX8-driven luciferase in RMG-I cells. AID 652154. inhibition, % at 12.6 µM. 360,000 compounds, 1.2% hits. RMG-I TPO-luciferase reporter, SteadyGlo, 24 h;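 active = mean replicate inhibition at least 60% with every replicate also reaching 60%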;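 also: luciferase light reporting Pax8 driven TPO promoter activity; plate controls were median of neutral control wells for no effect and mitoxantrone controls for full effect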
# LGR2 antag – Drosophila LGR2 receptor signaling inhibition. AID 720647. 380,000 compounds, 0.35% hits. HEK293 LGR2, CRE-luciferase, bursicon-stimulated, 4 h. inhibition, % at 9.99 µM;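 active = drop in luminescence signal, shown as inhibition above about 50% in the replicate tests, limit read from the data, passing the limit was not always enough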;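 also: agonist challenge used bursicon conditioned medium at about half maximal strength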
# EWS-Fli inh – EWS/Fli transcriptional activity inhibition; inhibition, % at 12.6 µM; 350,000 compounds, 0.67% hits; A673 NR0B1-luciferase reporter, viability-normalised;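 active = mean inhibition of at least 50% after viability correction, with every replicate also passing that limit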;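 also: firefly luciferase signal divided by Alamar Blue viability fluorescence both relative to DMSO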
# PglD DTNB – inhibitors of Campylobacter jejuni PglD acetyltransferase | purified PglD enzyme, DTNB colorimetric CoA detection | inhibition, % at 12.5 µM | 360,000 compounds, 0.098% hits; in the data active = inhibition above about 16%, passing the limit was not always enough; also: strong numbers were not always called active
# PGC1a acetyl inh – lowers PGC1a acetylation signal in U2OS cells; AlphaScreen anti-acetyl-lysine; with virally co-expressed GCN5 acetyltransferase; inhibition, % at 15.6 µM; 350,000 compounds, 0.17% hits;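 active = every replicate shows inhibition of at least 40%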;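 also: 0% = neutral control wells and 100% = positive control wells; some results beyond the cut were filed as inactive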
# FN deposition inh – fibronectin deposition inhibition; inhibition, % at 12.6 µM; AH1F fibroblasts, Alexa488-fibronectin deposition fluorescence, overnight; AID 743247; 350,000 compounds, 0.086% hits;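 active = mean inhibition across replicates of 30% or more, regardless of how many single replicates reach that level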;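 also: positive control wells lacked labelled fibronectin entirely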
#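 Assay system: AH1F fibroblast monolayer, labelled fibronectin deposition. Amount: 10000 cells per well. Also added: labelled fibronectin 24 nM. Compound: single-point pinned compound. Incubation: cell attachment 1 h, compound and FN exposure overnight. Detection: fluorescence after three HBSS washes, excitation 485 nm, emission 525 nm. Read-out: inhibition of fibronectin deposition signal.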
# Active calls of the source: *; / = not tested or not shown; & = joins results of further samples.
SMILES,S100A4 inh HTS,ERAP1 inh,PAX8 inh HTS,LGR2 antag,EWS-Fli inh,PglD DTNB,PGC1a acetyl inh,FN deposition inh
C[C@H](CO)N1C[C@H](C)[C@H](CN(C)S(C)(=O)=O)OCCCC[C@H](C)Oc2ccc(NC(=O)c3ccccc3)cc2C1=O,3,4,-32,-39,-3,2,11,/
Cc1ccccc1-c1ccc(C2[C@H]3CNC[C@@H]2N3C(=O)Nc2ccc(Cl)cc2)cc1 (stereo not given in full),/,/,0,-13,-2,/,0,-11&-1
COc1ccc(S(=O)(=O)N2CCc3ccccc32)cc1C(=O)NCCc1ccc(S(N)(=O)=O)cc1,4,2,34,6,13,-2,4,2
N#CCCN(Cc1ccccc1)C(=O)Nc1ccc(F)cc1,-7,/,9,27,13,/,9,5
O=C(CC1CCCC1)N[C@H](C(=O)N1CCC[C@H]1C(=O)NCCc1ccccc1Cl)c1ccccc1,-2,-3,0,-4,1,/,/,2
O=C(CCc1nnc2ccc(NCc3ccccc3Cl)nn12)NC1CCCC1,6,-5,7,5,/,10,4,-12
O=C(Nc1ccnn1C1CCN(C2CCCC2)CC1)c1ccccc1Cl,-1,0,-15,28,/,0,1,7
C[C@@H]1CN([C@H](C)CO)C(=O)c2cc(C3=CCCCC3)cnc2O[C@H]1CN(C)C(=O)c1ccccn1,0,-1,8,21,-3,0,3,-9
O=C(Cn1cccc1)N1CCc2ccccc21,/,/,/,-4,/,6,13,-3
O=C(CSc1nc2ccccc2c(=O)n1CCCN1CCOCC1)NCCc1ccccc1,-2,1,8,-2,3,-1,17,11
CCOC(=O)c1cnc2ccc(OCC)cc2c1N1CCN(c2ccccc2)CC1,/,/,16,/,/,-3,-24,-10
Cc1ccc(S(=O)(=O)N[C@@H]2CC[C@H](CC(=O)N3CCC(Cc4ccccc4)CC3)O[C@H]2CO)cc1,0,2,19,8,-8,-2,-11,/
CC1CN(C(=S)Nc2ccccc2F)CC(C)O1 (stereo not given),-1,-7,8,2,7,-2,/,-5
CC(=C\C(=O)O)/C(=C/c1ccco1)C(=O)O,4,1,1,1,4,/,2,-2
C[C@@H]1CN([C@@H](C)CO)C(=O)c2c(c3ccccc3n2C)-c2ccccc2CO[C@@H]1CN(C)Cc1cccnc1,-3,-2,2,5,7,0,-5,-6
N#Cc1cccc(-c2ccc3c(c2)[C@H]2[C@H](CCN2C(=O)c2ccncc2)[C@H](CO)N3)c1,/,/,15,5,-17,7,10,-4
O=C(C1CCN(S(=O)(=O)c2cccs2)CC1)N1CCN(Cc2ccccc2)CC1,3,0,15,40,5,/,/,/
O=[N+]([O-])c1ccccc1S(=O)(=O)n1cnc2ccccc21,-2,-8,4,-13,-4,/,7,1
COc1cccc(C#Cc2cnc3c(c2)C(=O)N([C@@H](C)CO)C[C@H](C)[C@H](CN(C)C(=O)C2CC2)O3)c1,12,-1,/,-24,1,0,/,/
CCC(C(=O)OCC(=O)c1ccc2c(c1)NC(=O)CO2)c1ccccc1 (stereo not given),0,-4,-20,15,7,-2,5,-1
COc1ccc(C(=O)Cn2cnc3ccccc3c2=O)c(OC)c1,1,3,-147,0,-36,3,/,1
CC(S(=O)(=O)c1ccccc1)S(=O)(=O)c1ccccc1,0,2,15,16,3,6,-7,2
Cc1noc(C)c1NC(=O)N(C)C[C@@H]1OCCCC[C@H](C)Oc2ccc(NS(=O)(=O)c3cccs3)cc2C(=O)N([C@@H](C)CO)C[C@H]1C,-12,-1,-14,7,1,0,-3,/
Cc1ccc(CCNC(=O)C2CC(c3cc(C(F)(F)F)cc(C(F)(F)F)c3)=NO2)cc1 (stereo not given),/,/,-17,4,-2,-2,/,-8

# An excerpt from above, limited to FN deposition inh, PglD DTNB and S100A4 inh HTS.
structure | FN deposition inh | PglD DTNB | S100A4 inh HTS
CC1CN(C(=S)Nc2ccccc2F)CC(C)O1 (stereo not given) | -5 | -2 | -1
Cc1noc(C)c1NC(=O)N(C)C[C@@H]1OCCCC[C@H](C)Oc2ccc(NS(=O)(=O)c3cccs3)cc2C(=O)N([C@@H](C)CO)C[C@H]1C | / | 0 | -12
COc1cccc(C#Cc2cnc3c(c2)C(=O)N([C@@H](C)CO)C[C@H](C)[C@H](CN(C)C(=O)C2CC2)O3)c1 | / | 0 | 12

# The listing continues:
SMILES,S100A4 inh HTS,ERAP1 inh,PAX8 inh HTS,LGR2 antag,EWS-Fli inh,PglD DTNB,PGC1a acetyl inh,FN deposition inh
COc1ccc(-n2ncc3c(N4CCC(C(N)=O)CC4)ncnc32)cc1,1,-6,/,/,/,-5,-5,7
O=C(NCCN1CCOCC1)c1cn(CCc2ccccc2)nn1,/,/,-7,/,/,-3,-2,-3
CN1/C(=C\C(=O)Nc2cccnc2)c2ccccc2CC1(C)C,2,-1,14,18,11,-8,2,-1
O=C(O)c1c2c(nc3ccc(F)cc13)CCC2,2,2,/,7,1,0,5,/
O=C(N[C@@H]1C/C=C\C[C@@H](CC(=O)N(CCO)Cc2ccccc2)C(=O)NC[C@H](c2ccccc2)OC1=O)OCC1c2ccccc2-c2ccccc21,-7,/,19,-11,9,13,3,-7
CC(C)COCc1ccc(O)c2ncccc12,-5,-1,72*,23,20,/,4,3
CC(C)c1c(Cl)c(O)c(-c2ccccc2)c(=O)n1-c1ccc(F)cc1,/,/,8,3,14,/,/,-1
C[C@@H]1CN([C@H](C)CO)C(=O)c2cc(NC(=O)C3CC3)ccc2O[C@@H]1CN(C)Cc1ccc(Cl)c(Cl)c1,11,0,/,6,8,2,-17,2
Cc1cccc(S(=O)(=O)N2C[C@H](O)COC[C@H]3O[C@H](CC(=O)N4CCN(C)CC4)CC[C@@H]32)c1,-19,1,4,2,-5,5,2,0
CO[C@@H]1CN(C)C(=O)c2ccc(NC(=O)c3cc(C)on3)cc2OC[C@@H](C)N(C(C)=O)C[C@H]1C,-32,0,/,2,-2,1,12,-16
O=C(Nc1cccc(C(F)(F)F)c1)Nn1cnnc1,-2,-3,5,1,8,-1,/,-12
CC(=O)N1CCC(C(=O)N2c3ccccc3N=C(c3ccc(C(F)(F)F)cc3)C2C(=O)NC(C)(C)C)CC1 (stereo not given),3,26,20,-16,-14,/,/,-10
Cc1cccn2c(CNC3CCCc4ccccc43)c(C(=O)N3CCCCC3)nc12 (stereo not given),-3,/,22,3,8,/,/,-11
CC1CCc2nn(CC(=O)NCc3ccc4c(c3)OCO4)cc2C1 (stereo not given),-3,0,-5,13,-5,-2,8,0
Cc1cc2cc(C(c3nnnn3CC3CCCO3)N3CCCc4ccccc43)c(=O)[nH]c2cc1C (stereo not given),/,/,-2,/,/,6,-8,-1
C=CCN(c1ccccc1)S(=O)(=O)c1cccc(C(=O)OCC(=O)NCCOC)c1,-7,/,18,-15,9,/,/,8
COc1ccc(CN(C)C[C@@H]2Oc3ccc(NS(=O)(=O)c4ccc(C)cc4)cc3C(=O)N([C@H](C)CO)C[C@H]2C)cc1,4,-7,1,1,2,5,-6,/
Cn1c(=O)c2c(nc(NCc3cccnc3)n2Cc2ccccc2Cl)n(C)c1=O,-6,0,0,2,7,/,/,-3
Cc1ccc(C)c(OCCC(=O)Nc2ccc3c(c2)OCO3)c1,-20,0,-7,3,-15,-2,-13,1
CC(C)(C)OC(=O)N(CC1CCNCC1)C(=O)c1[nH]c(C(F)(F)F)nc1-c1ccccc1,-4,2,11,-15,1,-3,3,2
CC1(C(=O)NNC(=O)c2cccc([N+](=O)[O-])c2)CC1Br (stereo not given),0,3,6,-6,1,3,-2,-7
Cc1ccc(NS(=O)(=O)c2ccc3[nH]c(=O)sc3c2)cc1,1,-2,13,17,14,0,25,-9
OC(c1ccc(Cl)c(F)c1)c1ncc(-c2ccc(F)cc2)[nH]1 (stereo not given),-35,9,-13,3,5,-4,/,1
CC1(C)CC(=O)C=C(C(=O)N2CCCC(C(=O)c3cc(F)ccc3F)C2)O1 (stereo not given),-2,-4,-2,-2,-3,4,-2,-12

# Four entries picked at random from the list so far:
SMILES,S100A4 inh HTS,ERAP1 inh,PAX8 inh HTS,LGR2 antag,EWS-Fli inh,PglD DTNB,PGC1a acetyl inh,FN deposition inh
OC(c1ccc(Cl)c(F)c1)c1ncc(-c2ccc(F)cc2)[nH]1 (stereo not given),-35,9,-13,3,5,-4,/,1
CC1(C(=O)NNC(=O)c2cccc([N+](=O)[O-])c2)CC1Br (stereo not given),0,3,6,-6,1,3,-2,-7
Cc1cc2cc(C(c3nnnn3CC3CCCO3)N3CCCc4ccccc43)c(=O)[nH]c2cc1C (stereo not given),/,/,-2,/,/,6,-8,-1
C=CCN(c1ccccc1)S(=O)(=O)c1cccc(C(=O)OCC(=O)NCCOC)c1,-7,/,18,-15,9,/,/,8

# Whole records, looked up by structure.
# CC1(C(=O)NNC(=O)c2cccc([N+](=O)[O-])c2)CC1Br (stereo not given) as listed: S100A4 inh HTS = 0; ERAP1 inh = 3; PAX8 inh HTS = 6; LGR2 antag = -6; EWS-Fli inh = 1; PglD DTNB = 3; PGC1a acetyl inh = -2; FN deposition inh = -7
# C=CCN(c1ccccc1)S(=O)(=O)c1cccc(C(=O)OCC(=O)NCCOC)c1 as listed: S100A4 inh HTS = -7; ERAP1 inh = /; PAX8 inh HTS = 18; LGR2 antag = -15; EWS-Fli inh = 9; PglD DTNB = /; PGC1a acetyl inh = /; FN deposition inh = 8
# Cn1c(=O)c2c(nc(NCc3cccnc3)n2Cc2ccccc2Cl)n(C)c1=O as listed: S100A4 inh HTS = -6; ERAP1 inh = 0; PAX8 inh HTS = 0; LGR2 antag = 2; EWS-Fli inh = 7; PglD DTNB = /; PGC1a acetyl inh = /; FN deposition inh = -3
